High-throughput results deposited in PubChem BioAssay by Sanford-Burnham Center for Chemical Genomics.
CXCR6 block: CXCR6 receptor inhibitors, primary screen, cell-based, beta-arrestin, luminescence, CHO-K1 PathHunter, 1536-well; 360,000 tested, 0.36% active; inhibition, % at 20 µM; C-X-C chemokine receptor type 6 (Homo sapiens), O00574; in the data active = inhibition above about 34%, passing the limit was not always enough;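 also: antagonist mode with CXCL16 agonist at 10 nM final; 0% = 10 nM CXCL16 with DMSO and 100% = unstimulated wells without agonist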
Target sequence (O00574 whole entry, looked up): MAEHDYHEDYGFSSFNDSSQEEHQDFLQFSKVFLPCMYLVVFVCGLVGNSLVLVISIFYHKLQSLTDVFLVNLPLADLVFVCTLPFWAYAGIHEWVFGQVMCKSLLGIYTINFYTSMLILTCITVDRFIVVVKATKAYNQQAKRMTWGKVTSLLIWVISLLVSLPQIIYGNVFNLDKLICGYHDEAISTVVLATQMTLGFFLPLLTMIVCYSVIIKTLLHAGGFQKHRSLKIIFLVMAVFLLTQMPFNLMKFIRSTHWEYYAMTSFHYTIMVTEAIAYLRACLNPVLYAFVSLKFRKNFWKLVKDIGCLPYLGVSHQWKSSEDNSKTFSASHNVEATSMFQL
Jurkat NFkB inh: inhibitors of induced NF-kB luciferase reporter, primary screen, TCR NF-kB activation inhibitor project, cell-based, luminescence, uHTS. Jurkat, PMA/ionomycin-induced NF-kB luciferase reporter. inhibition, % at 4 µM. 330,000 tested, 0.53% active. AID 435003, 2010; in the data active = inhibition above about 50%
Gli-Sufu antag: Gli-Sufu pathway antagonists, primary screen, luciferase luminescence, Sufu-KO-LIGHT cells, uHTS | 340,000 tested, 0.74% active | inhibition, % at 5 µM | Sufu-KO-LIGHT fibroblasts, Gli luciferase reporter luminescence;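 active = inhibition above about 55%, limit read from the data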;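 also: 0% = DMSO-treated cells and 100% = wells with medium but no cells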
697 NFkB inh: inhibitors of PMA/ionomycin-induced NF-kB reporter, 697 cells, primary screen, B-cell NF-kB inhibitor project, cell-based, luminescence, uHTS; 697 B-cell NF-kB luciferase reporter, 16 h; inhibition, % at 4 µM; 330,000 tested, 0.33% active; in the data active = inhibition above about 35%
EBI2 block: EBI2 receptor antagonists, beta-arrestin recruitment, primary screen, cell-based, luminescence, 7a,25-OHC stimulation, uHTS; 7a,25-OHC stimulated; inhibition, % at 5 µM; 360,000 tested, 0.81% active; AID 651636, 2012; in the data active = inhibition above about 38%;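 also: enzyme fragment complementation signal reports receptor beta-arrestin coupling in cells; 0% = agonist plus DMSO wells and 100% = wells without agonist; some results beyond the cut were filed as inactive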
Target sequence (P32249 whole entry, looked up, the tested form may be a part): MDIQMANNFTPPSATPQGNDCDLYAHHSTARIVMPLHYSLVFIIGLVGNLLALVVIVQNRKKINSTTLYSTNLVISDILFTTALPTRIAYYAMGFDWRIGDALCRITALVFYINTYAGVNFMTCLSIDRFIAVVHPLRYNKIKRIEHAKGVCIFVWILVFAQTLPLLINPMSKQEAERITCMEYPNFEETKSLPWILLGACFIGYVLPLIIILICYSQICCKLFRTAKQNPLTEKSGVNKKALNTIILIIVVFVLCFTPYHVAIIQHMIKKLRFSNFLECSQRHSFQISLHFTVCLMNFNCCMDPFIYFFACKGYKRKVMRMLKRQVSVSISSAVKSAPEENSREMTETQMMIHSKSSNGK
CCR6 antagonist: CCR6 receptor antagonists, primary screen, cell-based, CHO-K1, luminescence, beta-arrestin, uHTS. CHO-K1 CCR6 PathHunter beta-arrestin, CCL20-stimulated. 340,000 tested, 0.49% active. C-C chemokine receptor type 6 (Homo sapiens), P51684. inhibition, % at 20 µM;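 active = compounds whose inhibition of the agonist-driven luminescence signal at 20 µM reaches about 50%, limit read from the data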;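 also: cells stimulated with CCL20 at 14 nM final; plate controls were DMSO with CCL20 for no effect and DMSO without agonist for full effect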
UBC13 polyUb: UBC13 polyubiquitin chain formation inhibitors, primary screen, biochemical, TR-FRET, uHTS; 330,000 tested, 0.47% active; Ubiquitin-conjugating enzyme E2 N (Homo sapiens), P61088; inhibition, % at 20 µM; AID 485273, 2010; in the data active = inhibition above about 45%, passing the limit was not always enough
Target sequence (P61088 whole entry, looked up): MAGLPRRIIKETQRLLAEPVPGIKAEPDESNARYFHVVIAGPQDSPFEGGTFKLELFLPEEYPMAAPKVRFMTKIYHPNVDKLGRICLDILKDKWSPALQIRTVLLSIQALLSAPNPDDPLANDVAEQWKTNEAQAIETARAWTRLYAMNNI
APJ antagonist: antagonists of human apelin receptor APJ, primary screen, CHO-K1 cells, beta-arrestin complementation, luminescence; inhibition, % at 20 µM; P35414; 330,000 tested, 0.32% active; AID 2521, 2010;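 active = inhibition above about 40% at 20 µM, limit read from the data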;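 also: cells challenged with 10 nM apelin-13 agonist together with compound; plate controls were apelin-13 plus DMSO wells for no effect and DMSO wells lacking apelin-13 for full effect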
Numbers without * were called inactive; i = inactive; · = no result given. Rows are unselected; 3% or so of the library scored in one or more.

Start of the data: the first 4 compounds (preview)
SMILES	CXCR6 block	Jurkat NFkB inh	Gli-Sufu antag	697 NFkB inh	EBI2 block	CCR6 antagonist	UBC13 polyUb	APJ antagonist
C/C=C/C=C\C(=O)Nc1cccc(C2=NOC3(C2)C[C@H](C(N)=O)N(C(=O)CC#N)C3)c1 (stereo partly specified)	0	17	-11	17	-10	-1	-17	9
COc1ccc(S(=O)(=O)Cc2ccc(C(=O)NCc3ccccn3)o2)cc1	3	1	10	7	1	3	1	17
C=C1/C=C(\C)[C@](C)(O)C[C@H](O)CC(=O)[C@H](O)[C@@H](O)[C@H](C)C[C@H](C)OC(=O)/C(C)=C/CC/C=C/[C@@H]2O[C@H]2C[C@H](C)C1	·	57*	·	37*	·	·	10	8
Nn1c(-c2ccc(O)cc2)nnc1-c1ccc(O)cc1	-6	0	-1	27	4	3	10	0

The whole of this part, previewed entries included:
SMILES	CXCR6 block	Jurkat NFkB inh	Gli-Sufu antag	697 NFkB inh	EBI2 block	CCR6 antagonist	UBC13 polyUb	APJ antagonist
C/C=C/C=C\C(=O)Nc1cccc(C2=NOC3(C2)C[C@H](C(N)=O)N(C(=O)CC#N)C3)c1 (stereo partly specified)	0	17	-11	17	-10	-1	-17	9
COc1ccc(S(=O)(=O)Cc2ccc(C(=O)NCc3ccccn3)o2)cc1	3	1	10	7	1	3	1	17
C=C1/C=C(\C)[C@](C)(O)C[C@H](O)CC(=O)[C@H](O)[C@@H](O)[C@H](C)C[C@H](C)OC(=O)/C(C)=C/CC/C=C/[C@@H]2O[C@H]2C[C@H](C)C1	·	57*	·	37*	·	·	10	8
Nn1c(-c2ccc(O)cc2)nnc1-c1ccc(O)cc1	-6	0	-1	27	4	3	10	0
Nc1ccc(-c2c3ccc(=O)cc-3oc3cc(O)ccc23)c(C(=O)O)c1	26	-8	4	-2	7	39	i	43*
COc1cccc2[nH]c(C(=O)NCCc3ccccc3)cc12	1	-51	-26	-34	10	-3	15	9
O=C(O)CSc1nc2c(c(C(F)(F)F)n1)CCc1ccccc1-2	-4	-4	8	2	-1	10	-2	-14
COc1nn(CC(=O)N2N=C(C)CC2(O)C(F)(F)F)cc1[N+](=O)[O-] (stereo unspecified)	-1	4	3	13	-2	9	11	-5
CC(C)(C)CC(C)(C)NCC(=O)Nc1c2c(nc3ccccc13)CCC2	-2	7	16	-2	-6	-4	3	4
CCN(CC)c1ccc(/C=N/N2CC(=O)NC2=S)cc1	16	9	1	6	0	30	-1	10
CN(C1CCCCC1)S(=O)(=O)c1ccc(-n2cnnn2)cc1	0	2	2	19	10	7	11	9
O=C(Nc1ccccc1)N1CCCC(c2nc(-c3ccc(F)cc3)no2)C1 (stereo unspecified)	-10	-4	1	-17	6	-6	-3	-2
COc1ccc(CCN(C)C(=O)CNC(=O)c2ccccc2F)cc1OC	5	-10	8	-3	-5	-8	-1	-14
C(#CCN1CCOCC1)COCCOC(c1ccccc1)c1ccccc1	2	12	0	13	-4	0	-1	-6
CC(=O)c1cccc(NC(=O)c2ccc(NC(=O)CC3SC(N4CCCCC4)=NC3=O)cc2)c1 (stereo unspecified)	-3	12	-10	16	-3	3	4	-2
Cc1ccc(NC(=S)N2CCN(C3CCCCC3)CC2)cc1	-5	-14	-1	12	-2	-14	-2	12
CC1CCCN(S(=O)(=O)c2ccc3c(c2)c(=O)nc2ccccn23)C1 (stereo unspecified)	-1	-2	·	4	-4	3	9	8
CN(C)C(=O)c1ccc(NC(=O)COC(=O)c2cc3c(s2)CCCCC3)cc1	-1	-19	2	1	-7	-5	4	2
Cc1cc(OCCn2cnc3ccccc3c2=O)ccc1[N+](=O)[O-]	2	2	-17	-36	-6	-13	-8	-2
Cc1nn(C)c(C)c1CN(C)C(=O)C1CCC(=O)N(C2CCCCCC2)C1 (stereo unspecified)	3	-19	-2	-3	-21	0	-11	-15
CC(C)(C)NC(=O)COC(=O)c1ccc(F)cc1Cl	1	2	21	2	1	3	3	8
CC1(C)CC(=O)C2=C(C1)N(C1CCCCC1)C(=O)C2(O)C(F)(F)F (stereo unspecified)	-9	3	1	8	-5	-15	2	15
CCCc1nc(SCC(N)=O)[nH]c(=O)c1CC	-7	-4	-5	13	-15	-10	-3	-2
COc1ccc(N(CC(=O)NCc2ccccc2)S(=O)(=O)c2c(C)n[nH]c2C)cc1	-3	1	-2	-4	3	16	-3	-18
COc1ccc(-c2[nH]ncc2CN(C)CCc2c(C)n[nH]c2C)c(F)c1	3	9	12	10	-23	-2	8	-4
Cc1ccc(Cl)c2c1NC(=O)C2=O	-2	-2	-1	5	-2	10	-47	12
CC(=O)c1cccc(S(=O)(=O)N2CCCC(c3nc(-c4ccc(C)o4)no3)C2)c1 (stereo unspecified)	5	7	10	3	0	9	-4	14
COc1ccc(S(=O)(=O)N2CCOC2CNC(=O)C(=O)NCc2ccccn2)cc1C (stereo unspecified)	-1	10	-7	-3	1	-1	-2	-36
COc1ccc2cc3cc(C(=O)N(C)C4CCCCC4)oc3nc2c1	-2	-136	-69	-213	24	14	9	1
CCOc1cccc2cc(C(=O)Nc3cc(C)on3)c(=O)oc12	2	-6	4	11	-6	4	2	18
COc1ccc(NC(=O)CCN2C(=O)c3ccccc3S2(=O)=O)cc1	-1	6	3	17	7	-18	9	6
CC(C)c1ccc(C(=O)N(c2ccccn2)C(C)c2ccco2)cc1 (stereo unspecified)	-6	-165	-11	-46	6	13	-15	-1
CC12CC3(C)CC(C)(C1)CC(C(=O)Nc1nn[nH]n1)(C2)C3	-1	-15	3	-11	-5	-7	-5	2
O=C1CC(=O)CC(c2ccccc2)C1	-4	-13	-8	16	-2	-10	9	9
Cc1ccc(S(=O)(=O)N2CCN(C(=O)C3CC(=O)N(c4ccc5c(c4)OCCO5)C3)CC2)cc1 (stereo unspecified)	2	14	-3	-2	-4	3	1	-12
CCN(CC)c1ccc2c(Cl)c(Br)c(=O)oc2c1	34	18	7	-6	54*	46	9	31
Cc1ccc(-c2nn(CC(N)=O)c(=O)c3ccccc23)cc1S(=O)(=O)N(C)C	-2	-9	2	9	-6	-16	2	-4
O=C(NCC1CCCN(C(=O)c2cscn2)C1)c1ccc(-c2ccccc2)cc1 (stereo unspecified)	-14	-9	-22	-3	3	-4	-3	10
Cc1cccc[n+]1CC(=O)c1ccc([N+](=O)[O-])cc1	-7	·	14	·	1	-7	·	·
O=C(CSc1ccc2nnc(-c3ccccn3)n2n1)N1CCN(c2ccccc2)CC1	-3	-1	14	-25	7	-6	-7	-9
O=C(c1cccc(S(=O)(=O)N2CCCC2)c1)N1CCN(Cc2ccccc2)CC1	5	0	-6	-1	10	17	-5	18
CCOc1cc(/C=C2\N=C(C)OC2=O)cc(Cl)c1OCC(=O)OC	14	13	-6	11	-14	14	13	-12
O=C(CN1C(=O)c2ccccc2C1=O)Nc1ccc(-c2nc3ccccc3o2)cc1	15	-25	5	-41	4	-3	-16	-9
COc1cc2c(cc1N/C=C(\C#N)c1nc(-c3ccc(F)cc3)cs1)oc1ccccc12	-7	8	9	13	-7	5	7	5
Cc1oc(-c2ccccc2F)nc1CS(=O)CC(=O)NCc1ccccc1 (stereo unspecified)	-16	6	-4	-4	-5	12	3	-5
COc1ccc(S(=O)(=O)NCCCN2CCCC2=O)cc1OC	-4	10	-5	9	-18	-8	1	3
Cc1nnc(SCC(=O)Nc2ccc(Cl)cn2)[nH]c1=O	5	-12	4	-4	5	8	0	20
CCc1ccc(/C=C2\SC(=S)N(CCCC(=O)Nc3ccccn3)C2=O)cc1	2	14	35	76*	8	11	-10	0
O=C(Nc1nc(-c2ccc(F)c(F)c2)cs1)c1cc([N+](=O)[O-])ccc1N1CCOCC1	3	16	3	9	24	12	8	15
CCOC(=O)c1cc(-c2ccccc2)n(CC2CC(c3ccc(OC)cc3)=NO2)n1 (stereo unspecified)	2	10	-1	14	-5	1	1	-17
CCN1C(=O)c2cccc3c(S(=O)(=O)Nc4ccncc4)ccc1c23	5	-1	7	37*	-3	16	4	7
O=C1CCCC2=C1Sc1ccc(Cl)cc1N2	-9	9	-2	-25	-10	-7	-79	-16
COc1cc2ccccc2cc1C(=O)OCC(=O)c1c(N)n(C)c(=O)n(C)c1=O	5	-2	2	32	-15	2	4	-1
O=C1CC(c2ccco2)Cc2nc(NCC3CCCO3)ncc21 (stereo unspecified)	3	-4	-1	-3	-3	-9	0	-16
CCSc1nc2sc3c(c2c(=O)[nH]1)CCc1ccccc1-3	-10	-7	0	-2	21	-20	4	-9
COc1cc(N)cc(NC(=O)c2ccncc2)c1	0	-2	2	10	-2	14	-1	-7
Cc1ccc(S(=O)(=O)N(CC(=O)N/N=C/c2ccco2)Cc2ccccc2)cc1	11	-5	3	4	-1	11	-7	-7
COc1ccccc1CNC(=O)CCC(=O)n1ncc2cc(C)ccc21	-1	-1	-4	-6	-15	2	-9	-9
S=C(NCc1ccco1)NCc1ccco1	-4	·	11	·	0	3	·	·
COc1ccccc1OCc1nnc(SCC(=O)N2CCCCC2)n1-c1ccccc1	-5	8	0	12	0	6	4	-9
More results:
SMILES	CXCR6 block	Jurkat NFkB inh	Gli-Sufu antag	697 NFkB inh	EBI2 block	CCR6 antagonist	UBC13 polyUb	APJ antagonist
CCOC(=O)C1=C(C)NC2=C(C(=O)CC(C)(C)C2)C1c1coc2ccccc2c1=O (stereo unspecified)	-1	-5	5	-6	-3	-4	-7	5
CCCc1cc(=O)oc2cc3oc(C)c(C)c3cc12	0	10	-11	34	-17	7	14	7
O=C(COC(=O)C1(c2ccc(F)cc2)CCCC1)N1CCOCC1	6	-9	-5	19	1	9	7	20
Cc1noc(C)c1S(=O)(=O)N1CCN(c2ccccc2Cl)CC1	0	10	0	17	7	17	-1	16
CCOC(=O)CSc1nc2ccccc2c(=O)n1CCCCCC(=O)NCc1ccco1	1	11	5	15	5	22	47*	-6
O=C(CCC1CCCN(C(=O)C2(c3ccccc3)CC2)C1)N1CCN(c2ccccn2)CC1 (stereo unspecified)	6	17	9	-11	-3	22	2	10
CCOC(=O)N1CCC(NS(=O)(=O)c2cc(C(=O)OC)n(C)c2)CC1	-2	-2	0	-4	-1	-5	-4	5
CCCCOc1ccc(C(=O)NCC2(c3ccccc3)CCOCC2)cc1	-3	12	·	5	7	3	-1	-11
Cc1ccc(CNC(=O)CCC2CCCN(Cc3cccc4cccnc34)C2)o1 (stereo unspecified)	4	17	5	26	1	11	-2	-18
Cc1n[nH]c(C)c1S(=O)(=O)N1CCCC(C(=O)O)C1 (stereo unspecified)	3	4	-3	3	-1	0	4	6
COc1ccc(NS(=O)(=O)c2ccc(C)c(C(=O)O)c2)cc1	-1	4	5	11	-10	-10	-6	-6
COC(CNC(=O)c1cc(C(=O)c2c(-c3c(Cl)cccc3Cl)noc2C)c[nH]1)OC	71*	-8	4	-34	5	23	-16	-6
Cc1ccc(NC(=O)CSc2nncn2N)cc1C	4	-9	6	20	-4	5	4	17
Cc1nonc1CN(C)C(=O)CC1C(=O)NCCN1Cc1ccccc1F (stereo unspecified)	-10	10	-5	2	4	11	3	-14
CCCCCCn1c(CN2CCN(C(=O)OCC)CC2)nc2c1c(=O)n(C)c(=O)n2C	0	3	6	5	-4	3	0	17
Cc1ccc(S(=O)(=O)Nc2ncccn2)cc1	-9	-6	-10	5	-8	9	1	1
Cn1c(=O)c2c(nc(NCCNC(=O)c3ccco3)n2Cc2ccc(F)cc2)n(C)c1=O	-4	-2	-3	18	-2	7	0	-10
COc1cc(OC)c(NC(=O)c2ccc(F)cc2)cc1Cl	0	-12	-7	5	6	10	9	-4
CCC1=NN(C(=O)C(=O)NCCc2ccccc2)C(O)(C(F)(F)F)C1 (stereo unspecified)	4	15	0	-2	3	4	2	4

Limited to CXCR6 block and EBI2 block, for some of the entries so far:
structure	CXCR6 block	EBI2 block
CCCc1cc(=O)oc2cc3oc(C)c(C)c3cc12	0	-17
O=C(COC(=O)C1(c2ccc(F)cc2)CCCC1)N1CCOCC1	6	1
